Assay outcomes as filed in PubChem.
Rev-erbA mod: modulators of Rev-erb alpha DNA binding, primary screen, biochemical, FITC-DNA, fluorescence polarization, uHTS | Nuclear receptor subfamily 1 group D member 1 (Homo sapiens), P20393 | Rev-erbα–FITC-DNA binding, 90 min | activity, % at 10 µM | 370,000 compounds, 0.79% hits | AID 1259318, 2017;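 active = activity above about 14%, limit read from the data; passing the limit was not always enough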;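 also: 0% = DMSO wells with 35 nM protein and 100% = DMSO wells with 750 nM protein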
Target sequence (P20393 whole entry, looked up): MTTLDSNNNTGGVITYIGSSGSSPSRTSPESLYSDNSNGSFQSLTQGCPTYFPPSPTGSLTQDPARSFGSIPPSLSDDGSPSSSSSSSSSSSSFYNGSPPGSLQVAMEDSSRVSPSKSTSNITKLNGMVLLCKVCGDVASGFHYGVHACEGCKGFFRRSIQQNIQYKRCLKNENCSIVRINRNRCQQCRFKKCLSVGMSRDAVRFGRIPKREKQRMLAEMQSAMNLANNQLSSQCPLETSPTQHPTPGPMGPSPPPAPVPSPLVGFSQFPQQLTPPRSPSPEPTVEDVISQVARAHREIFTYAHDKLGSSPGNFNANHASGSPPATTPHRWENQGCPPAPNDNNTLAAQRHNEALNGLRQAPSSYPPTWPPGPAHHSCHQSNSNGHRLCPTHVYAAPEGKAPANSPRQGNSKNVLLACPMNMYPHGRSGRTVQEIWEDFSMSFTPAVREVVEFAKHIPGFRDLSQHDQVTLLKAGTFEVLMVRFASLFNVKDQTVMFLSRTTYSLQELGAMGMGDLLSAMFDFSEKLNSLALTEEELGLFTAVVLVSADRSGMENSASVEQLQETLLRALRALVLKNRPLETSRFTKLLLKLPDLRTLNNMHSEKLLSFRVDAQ
PG9 binder: binders of HIV-1 gp120 antibody PG9, primary screen, biochemical, TR-FRET. TR-FRET gp120-PG9 antibody binding. 360,000 compounds, 0.43% hits. inhibition, % at 6.7 µM. HIV-1 gp120 / PG9 antibody interaction; in the data active = inhibition above about 8.5%
ASAP1 inh: inhibitors of human ASAP1 ArfGAP activity, primary screen, biochemical, fluorescence polarization; 360,000 compounds, 0.19% hits; ASAP1-stimulated ARF1 GTP hydrolysis, GDP FP detection; AID 624377, 2012; Arf-GAP with SH3 domain, ANK repeat and PH domain-containing protein 1 (Homo sapiens), …; inhibition, % at 16.5 µM; in the data active = inhibition above about 25%;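 also: 0% = vehicle with enzyme and substrate and 100% = no enzyme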
GC-A act: GC-A stimulated cGMP production enhancers – HEK293 GC-A cells, cGMP TR-FRET, EC30 ANP, primary screen. Atrial natriuretic peptide receptor 1 (Homo sapiens), P16066. 0% at EC30 ANP, 100% saturating ANP. activation, % at 10 µM. 370,000 compounds, 0.14% hits; in the data active = activation above about 40%
ABHD4 inh: ABHD4 inhibitors, primary screen, biochemical, fluorescence polarization, mouse; (Lyso)-N-acylphosphatidylethanolamine lipase (Mus musculus), Q8VD66; purified mABHD4, FP-Rh probe fluorescence polarization; inhibition, % at 8.92 µM; 370,000 compounds, 0.54% hits;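 active = inhibition exceeding the mean over every tested compound plus 3 SD, cut at about 30% in these data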;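 also: 0% = plate median of compound wells and 100% = S159A mutant with DMSO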
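Test system: mABHD4 protein; Read-out basis: % inhibition; Incubation: 45 min + 60 min at 25 °C; Repeats: single replicate; Technique: fluorescence polarization with parallel and perpendicular emission, 525/598 nm; Compound: 8.92 µM, single dose; Benchmarks: full inhibition S159A mutant plus DMSO, zero as sample-well median.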
SMARCA2 activ: SMARCA2 (BRM) function activators, primary screen, cell-based, luminescence, high throughput | MG213 cells, MMTV-luciferase reporter, dexamethasone, overnight | activation, % at 9.1 µM | 370,000 compounds, 1% hits; in the data active = activation above about 7.8%;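 also: 0% = vehicle wells and 100% = reference activator wells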
ARFGAP1 inhibitor: inhibitors of rat ARFGAP1 GAP activity, primary screen, biochemical, fluorescence polarization, GDP tracer. ADP-ribosylation factor GTPase-activating protein 1 (Rattus norvegicus), Q62848. Arfgap1-stimulated ARF1 GTP hydrolysis, GDP FP detection. inhibition, % at 16.5 µM. 360,000 compounds, 0.26% hits. AID 651572, 2012;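 active = inhibition above a per-plate limit, mean inhibition of low control wells plus 3 SD, cut at about 25% in these data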;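 also: 0% = DMSO wells with enzyme and 100% = wells lacking Arfgap1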
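Material – truncated rat Arfgap1 GAP domain · Buffer or medium – HEPES-based buffer, pH 7.5 · Reagent – human ARF1(Δ1-17)-GTP substrate · Dosing – 16.5 µM single point, 1.26% DMSO · Schedule – GTP hydrolysis reaction 2 h at 25 °C · Technique – GDP detection by fluorescence polarization · Benchmarks – No-Arfgap1 wells (100%) versus DMSO full-reaction wells (0%) · Repeats – single replicate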
rCAG binder: binders of r(CAG) RNA repeats, primary screen, biochemical, fluorescence; r(CAG) RNA repeat, TO-PRO-1 dye displacement fluorescence; inhibition, % at 3 µM; 370,000 compounds, 1.3% hits;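 active = inhibition above the plate cutoff, the mean of all test compounds on that plate plus 3 SD, cut at about 35% in these data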;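 also: 0% = DMSO alone and 100% = 100 µM mitoxantrone as full dye displacement; higher means more dye released from RNA so lower well fluorescence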
HTRA1 inhibitor: HTRA1 serine protease inhibitors, primary screen, biochemical, fluorescence polarization, HTS | inhibition, % at 5.96 µM | Q92743 | 340,000 compounds, 0.5% hits | recombinant HTRA1, FP-rhodamine activity-based probe; in the data active = inhibition above about 36%;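 also: 0% = enzyme with DMSO and 100% = wells lacking enzyme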
Target sequence (Q92743 whole entry, looked up): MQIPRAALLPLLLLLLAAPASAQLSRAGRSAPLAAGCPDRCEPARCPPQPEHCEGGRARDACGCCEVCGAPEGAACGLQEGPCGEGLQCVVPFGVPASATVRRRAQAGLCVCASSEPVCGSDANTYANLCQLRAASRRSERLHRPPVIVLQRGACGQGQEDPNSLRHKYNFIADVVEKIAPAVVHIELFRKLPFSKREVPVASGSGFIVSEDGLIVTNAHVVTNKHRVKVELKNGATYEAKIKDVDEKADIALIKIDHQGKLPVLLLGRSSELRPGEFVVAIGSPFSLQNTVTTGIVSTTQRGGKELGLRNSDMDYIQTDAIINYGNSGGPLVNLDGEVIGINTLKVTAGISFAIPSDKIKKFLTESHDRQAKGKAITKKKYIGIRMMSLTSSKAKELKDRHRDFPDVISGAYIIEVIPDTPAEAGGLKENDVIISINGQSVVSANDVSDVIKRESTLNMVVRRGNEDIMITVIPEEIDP
GC-B act: human GC-B receptor activators, primary screen, HEK293 GC-B cells, cGMP TR-FRET, EC30 CNP; Atrial natriuretic peptide receptor 2 (Homo sapiens), P20594; 0% at EC30 CNP, 100% saturating CNP; activation, % at 10 µM; 370,000 compounds, 0.11% hits;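 active = activation at 10 µM reaching about 35% in either raw or pattern-adjusted values, limit read from the data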
Starred values were filed as active, the others as inactive; . = not tested or not shown.

Fields – HTRA1 inhibitor, PG9 binder, Rev-erbA mod, ARFGAP1 inhibitor, ABHD4 inh, ASAP1 inh, rCAG binder, GC-A act, GC-B act, SMARCA2 activ
1: COc1ccc(CCn2c(=N)c(C(=O)NC3CCCC3)cc3c(=O)n4ccccc4nc32)cc1
  -11, -0.5, 2, 5, 2, 6, 7, 1, -1, -2
2: COC(=O)c1nnn(-c2nc(N(C)C)nc(N(C)C)n2)c1C
  3, -0.4, -3, -7, 3, -5, -3, 1, -2, 1
3: Cc1ccn(CC(=O)N/N=C/c2cc([N+](=O)[O-])ccc2O)n1
  10, -2.1, 4, 3, -1, -11, 1, 5, 2, -3
4: CC(=O)C[C@@H](O)CC(=O)[C@H]1OC(=O)[C@H](C)CCCCc2ccccc21
  -2, 1.9, -10, 0, 3, -5, 5, 5, 3, 0
5: CCN(CCn1cccn1)C(=O)CCc1nnc(CCCc2ccccc2)o1
  3, -2.2, -1, 7, -1, -22, -8, -1, -3, 8.7*
6: O=C(NCc1ccco1)C1CCCN1C(=O)Nc1ccccc1[N+](=O)[O-] (stereo unspecified)
  0, 2.8, 4, -9, -1, -1, -2, 4, -1, -1
7: O=C(COC(=O)c1ccccc1-c1ccccc1[N+](=O)[O-])c1ccccc1
  -16, -0.3, 1, 18, -9, -2, 1, 2, -2, 2
8: CCN(CC)C(=O)CN1C(=O)/C(=C/c2ccccc2)SC1=S
  2, -2.4, 0, -7, -4, -10, 4, 0, 1, 0
9: CC1CN(S(=O)(=O)c2cccc(C(F)(F)F)c2)CC(C)O1 (stereo unspecified)
  ., -1.6, 1, -3, 4, -3, 1, -4, 1, -2
10: CC1OC2(C)OC(=N)C1(C#N)C(C#N)(C#N)C2c1ccccc1 (stereo unspecified)
  11, -1.0, 0, 6, 21, -3, 13, -1, -1, -4

Additional entries
Fields – HTRA1 inhibitor, PG9 binder, Rev-erbA mod, ARFGAP1 inhibitor, ABHD4 inh, ASAP1 inh, rCAG binder, GC-A act, GC-B act, SMARCA2 activ
11: CC1(C(=O)OCC(=O)Nc2ccccc2)CC1(Cl)Cl (stereo unspecified)
  6, 1.7, 2, 8, -7, 7, -2, -1, 4, 0
12: CC1CCCN(C(=O)Cc2ccc(F)cc2)C1 (stereo unspecified)
  -1, -2.0, 0, 7, -3, -1, 1, 0, -4, -2
13: COc1ccc(NC(=O)CCC(=O)OCc2ccc([N+](=O)[O-])cc2)cc1
  0, 0.2, -4, 3, 0, -3, 0, 3, 5, 2
14: CCOc1ccccc1NC(=O)C1CCCN(S(=O)(=O)c2cccc3cccnc23)C1 (stereo unspecified)
  -5, 0.0, 0, -10, 0, -9, 1, 0, 6, 0
15: COc1cccc(-c2cc(C(=O)N3CCN(c4ncccn4)CC3)c3ccccc3n2)c1
  -15, 0.3, 11, 22, -9, -7, 3, 10, 27, 2
16: CC(=Nc1ccccc1)C1=C(O)C(Cc2ccccc2)NC1=O (stereo unspecified)
  0, -1.3, 11, -4, -3, -14, 1, -5, -2, 4
17: CC1(C)CC(=O)N(c2cccc(Cl)c2)C(=O)C1
  9, 0.1, -9, 8, 5, 8, -2, 4, 6, -2
18: CC(=O)c1cccc(NC(=S)NCCCCc2ccccc2)c1
  -35, 0.8, 0, 2, -9, 5, 6, 7, 1, -3
19: CCn1c(CC(=O)Nc2ccccc2)nnc1SCC(=O)Nc1nnc(C)s1
  2, -1.2, -8, -2, 15, 0, 2, 3, -3, -1
20: COCCCNC(=O)c1cc2cc3cc(OC)ccc3nc2o1
  -2, -2.0, -3, -4, 0, 7, -5, 9, 0, 3

Further structures follow:
Fields – HTRA1 inhibitor, PG9 binder, Rev-erbA mod, ARFGAP1 inhibitor, ABHD4 inh, ASAP1 inh, rCAG binder, GC-A act, GC-B act, SMARCA2 activ
21: CC(C)Sc1nnc(NC(=O)CCc2ccccc2)s1
  -2, 0.3, -5, -8, -1, -3, -5, 5, 1, -4
22: Cc1ccc(OCC(O)CN2CCC(Cc3ccccc3)CC2)c(C)c1 (stereo unspecified)
  3, 0.3, -1, 5, 9, 7, -11, 0, -3, 2
23: O=C(CC1(O)C(=O)Nc2ccccc21)c1cccc(Br)c1 (stereo unspecified)
  -7, -1.5, -2, 3, 4, -4, -1, -6, -6, -1
24: CC12CN3CCN(CC(C3)/C1=N\NC(=O)Nc1cccc(Cl)c1)C2
  ., -2.0, 0, -1, -5, -6, -1, 17, -6, 2
25: O=C(Oc1ccc2ccccc2c1Br)N1CCCCCC1
  -16, 5.0, -5, 1, 22, 0, -5, 0, 1, 2
26: O=C(Nc1nccs1)c1cc2sccc2n1Cc1ccc(Cl)cc1
  -7, -0.9, 7, 20, 0, 2, 4, 0, -1, 1
27: COc1ccc(NS(=O)(=O)c2cc3c4c(c2)CCN4C(=O)CC3)c(OC)c1
  4, 0.9, 2, 8, -11, -4, -3, -1, -4, -2
28: CNC(=O)C1CN(C(=O)c2cccc(S(=O)(=O)N3CCc4ccccc43)c2)c2ccccc2O1 (stereo unspecified)
  -1, -0.8, -5, 2, -3, 18, 4, -1, 2, -2
29: CCOC(=O)N(C)c1c(CC)nc2c(OCCOc3ccccc3)cccn12
  ., -0.2, 1, 19, 1, 9, -2, 11, 15, -4
30: FC(F)(F)c1cccc(NC(=S)N2CCCCCC2)c1
  4, -1.8, -6, -15, -2, 0, -4, -1, 4, -3

Further compounds follow.
Fields – HTRA1 inhibitor, PG9 binder, Rev-erbA mod, ARFGAP1 inhibitor, ABHD4 inh, ASAP1 inh, rCAG binder, GC-A act, GC-B act, SMARCA2 activ
31: O=C(c1ccc(Cn2c(=O)[nH]c3ccccc3c2=O)cc1)N1CCN(c2ccc(F)cc2)CC1
  -4, 0.1, 7, 7, -3, -2, 0, -5, -1, -7
32: O=C(OCc1nnc(-c2ccc(Cl)cc2)o1)C12CC3CC(CC(O)(C3)C1)C2
  -2, 0.3, -6, 6, -6, -3, -6, 1, -1, -1
33: CCOC(=O)N1CCN(c2c(NCc3ccccc3OC)c(=O)c2=O)CC1
  -2, -2.3, 4, 0, -3, 1, -1, 0, 5, -2
34: COC(=O)c1cccc(NC(=O)c2nn(C(C)C)c(=O)c3ccccc23)c1
  -1, 5.5, 21, -9, -4, -9, -3, -5, -3, -3
35: CC(=O)C1=C(C)NC(SCC(=O)Nc2nccs2)=C(C#N)C1c1ccccc1Cl (stereo unspecified)
  -9, -3.5, 1, 0, -9, 8, 6, -6, -2, -5
36: O=C1CCCC2=C1C(c1ccc(OS(=O)(=O)c3ccc(Cl)cc3)cc1)C1=C(CCCC1=O)O2
  0, -1.4, -2, 3, 3, 12, 5, -6, 0, -1
37: NC(=O)C1CCN(C(=O)COc2ccc3ccccc3c2)CC1
  -1, 2.4, 2, 7, -2, -3, 1, 2, 1, -1
38: CCn1c(/C=C/c2ccccc2Cl)nc2ccccc2c1=O
  -29, -1.6, 1, -5, -9, -9, 6, -1, -1, 3
39: S=C(Nc1ccc(Oc2ccccc2)cc1)N1CCN(c2ccccn2)CC1
  -3, -0.4, 12, -2, -15, -2, 9, 7, 2, -1
40: COc1ccc(/C=C/C(=O)OCn2c(SC)nnc(C)c2=O)cc1OC
  1, -0.9, 0, -10, -5, 6, -3, 1, -4, 0

Going on with the list:
Fields – HTRA1 inhibitor, PG9 binder, Rev-erbA mod, ARFGAP1 inhibitor, ABHD4 inh, ASAP1 inh, rCAG binder, GC-A act, GC-B act, SMARCA2 activ
41: CCOC(=O)c1nn(-c2ccc(C)cc2)c(=O)cc1OCC(=O)Nc1cc(C)ccc1OC
  5, -1.0, 2, 0, 1, -13, 0, -4, 1, -3
42: O=C(NN(c1ccccc1)c1ccccc1)c1ccc([N+](=O)[O-])o1
  3, -2.1, -1, -9, 5, -8, -2, -2, -1, 1
43: O=C(CN1CCSCC1)c1c[nH]c2ccccc12
  -7, -2.5, 0, 3, 1, -6, 8, 4, 1, -2
44: Cc1ccc(CNc2oc(-c3cccs3)nc2C#N)cc1
  -36, -1.3, -1, -4, -5, 3, 5, 17, 10, -2
45: CCOC(=O)[C@]12CCC=C1N(Cc1cccc3ccccc13)C(=O)[C@H](CC(=O)N1CCCC1)C2
  ., -0.1, 3, 8, 0, -2, 1, -5, 0, -6
46: COc1cc(N)c(Cl)cc1C(=O)OCC(=O)N1CCc2ccccc21
  -17, -0.1, -5, 16, -10, 11, 5, 2, 4, 4
47: COC(=O)c1[nH]c2ccccc2c1NC(=O)CN1CCC(C(N)=O)(N2CCCCC2)CC1
  3, -2.7, -1, 13, 9, -1, -3, 2, 13, 0
48: O=C(OCC(=O)c1c[nH]c2ccccc12)c1cc(S(=O)(=O)N2CCOCC2)ccc1F
  -21, 0.0, -3, 2, -4, -7, 12, 8, 23, 1
49: CCCCN(CCCC)CC(O)COc1ccccc1Br (stereo unspecified)
  2, -1.0, -2, -6, 0, -8, -1, -6, -4, -5
50: Cc1onc(-c2ccccc2Cl)c1C(=O)NCCCc1ccccc1
  0, 1.0, -4, -4, -19, 2, -7, -1, -1, -1

Among those listed so far, these contain a thiophene ring, fused or not:
Fields – HTRA1 inhibitor, PG9 binder, Rev-erbA mod, ARFGAP1 inhibitor, ABHD4 inh, ASAP1 inh, rCAG binder, GC-A act, GC-B act, SMARCA2 activ
26: O=C(Nc1nccs1)c1cc2sccc2n1Cc1ccc(Cl)cc1
  -7, -0.9, 7, 20, 0, 2, 4, 0, -1, 1
44: Cc1ccc(CNc2oc(-c3cccs3)nc2C#N)cc1
  -36, -1.3, -1, -4, -5, 3, 5, 17, 10, -2

(cont.)
Fields – HTRA1 inhibitor, PG9 binder, Rev-erbA mod, ARFGAP1 inhibitor, ABHD4 inh, ASAP1 inh, rCAG binder, GC-A act, GC-B act, SMARCA2 activ
51: COC(C[C@H]1O[C@H]1C(=O)[C@H](C)OCc1ccccc1)OC
  2, -2.1, 2, 16, 1, -7, -2, 2, -1, 0
52: O=S(=O)(Nc1nc(SCc2ccc(Cl)cc2)n[nH]1)c1ccc(F)cc1
  ., -0.8, -1, 1, -14, 14, -1, -7, -1, -1
53: CCN(CC)C(=O)C1=C(C)N(Cc2ccccc2)C(=O)C(CC(=O)NC(c2ccccc2)c2ccccc2)C1 (stereo unspecified)
  -6, 0.9, 8, -10, 6, 9, 2, -6, 3, -3
54: Cc1oc(C(C)(C)C)cc1C(=O)N1CCN(C(c2ccccc2)c2ccccc2)CC1
  -3, 0.8, 5, 5, 1, -31, -4, 6, -2, 1

Random draw from the library; 4.4% or so of the library scored in one or more.
